High-throughput results deposited in PubChem BioAssay by several laboratories.
BB579 growth dn: yeast BB579 growth reduction in restrictive medium; S. cerevisiae BB579 growth, OD615, 48 h; inhibition, % at 10 µM; 140,000 compounds, 0.51% hits;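 active = inhibition above a set limit, 3 SD over the mean compound inhibition, cut at about 44% in these data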; also: inactives centre near -24
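Test system: Saccharomyces cerevisiae DeaD strain BB579, replicative lifespan model yeast | Buffer or medium: Restrictive CSMM-D medium | Doses: One dose, 10 µM compound with 0.25% DMSO | Incubation: 48 h exposure, 30 °C | Detection: Culture absorbance at 615 nm | Control set: Amphotericin B at 10 µg/mL as positive control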
Yeast life ext: yeast lifespan extension; S. cerevisiae growth with nicotinamide, OD615; deaD strain in restrictive glucose medium; inhibition of the nicotinamide effect, % at 10 µM; 130,000 compounds, 0.68% hits; AID 775;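 active = inhibition above a set limit, placed 3 SD over the median of all compounds, cut at about 26% in these data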;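 also: 0% = nicotinamide-treated wells and 100% = cells grown without nicotinamide; some compounds called inactive have numbers as strong as hits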
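assay system = DeaD-strain S. cerevisiae | measured by = absorbance at 615 nm | probe or stimulus = nicotinamide 1.5 mM | buffer or medium = CSMM-D glucose medium, restrictive | times = 48 h at 30 °C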
Measles CPE: protection of cells from measles virus | Measles virus-infected cells, CPE protection, absorbance | protection (pct of control), % at 4 µM | 140,000 compounds, 1.5% hits | AID 841; in the data active = protection mostly above about 24%, no sharp cut-off; inactive = mostly below about 26%; also: some compounds called inactive have numbers as strong as hits
Phagocytosis inh: inhibitors of macrophage phagocytosis. J774A.1 macrophage IgG-bead phagocytosis, imaging. inhibition, % at 5 µM. 110,000 compounds, 0.07% hits;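 active = inhibition above the mean of the plate negative controls plus 5 SD, cut at about 13% in these data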;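 also: phagocytic index as fraction of beads internalized from green versus red external bead signal; plate controls were DMSO negative control for no effect and cytochalasin-D positive control for full effect; some results beyond the cut were filed as inactive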
HCT116 PTEN-null: PTEN-deleted cell growth suppression. HCT116 PTEN-null viability, CellTiter-Glo, 60 h; active compounds read low. viability, % at 10 µM. 140,000 compounds, 1.2% hits. AID 827;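 active = viability at or below a set limit, 4 SD under the median of all tested compounds, cut at about 3.7% in these data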;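 also: PTEN knockout HCT116 line with beta catenin targeted HCT116 as companion control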
GALR2 blocker: antagonists of human galanin receptor 2 (GALR2); O43603; GALR2-expressing cells, antagonist mode; inhibition, % at 4 µM; 140,000 compounds, 0.39% hits; AID 828; in the data active = inhibition above about 27%;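 also: cells stimulated with galanin 1-16 at roughly its EC80; 0% = agonist challenge control and 100% = basal control without agonist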
Target sequence (O43603 whole entry, looked up): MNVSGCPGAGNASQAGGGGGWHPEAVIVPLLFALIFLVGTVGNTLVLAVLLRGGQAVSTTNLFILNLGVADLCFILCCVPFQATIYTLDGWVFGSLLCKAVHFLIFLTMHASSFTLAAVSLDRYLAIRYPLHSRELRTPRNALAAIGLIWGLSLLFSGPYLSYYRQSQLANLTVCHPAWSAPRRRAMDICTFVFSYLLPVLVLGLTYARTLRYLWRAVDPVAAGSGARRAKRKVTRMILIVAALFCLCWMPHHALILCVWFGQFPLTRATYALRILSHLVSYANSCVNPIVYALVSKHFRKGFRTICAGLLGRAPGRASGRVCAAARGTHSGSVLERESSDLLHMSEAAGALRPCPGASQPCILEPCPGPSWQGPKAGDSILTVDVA
bCat KO growth: beta-catenin-lacking colon tumor cell growth suppression. HCT116 beta-catenin knockout viability, CellTiter-Glo, 60 h; active compounds read low. viability, % at 10 µM. 140,000 compounds, 1.5% hits. AID 818;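 active = viability at or under a set limit, the compound median less 4 SD, cut at about 6% in these data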;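 also: 0% = Hyamine 1622 control at 20 µM and 100% = untreated cell control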
NPY Y2 blocker: blocks the human neuropeptide Y Y2 receptor. AID 793. NPY-Y2 expressing cells, antagonist mode. 140,000 compounds, 0.99% hits. inhibition, % at 2.7 µM; in the data active = inhibition above about 17%;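 also: 0% = vehicle with agonist challenge and 100% = reference antagonist with challenge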
Target sequence (P49146 whole entry, looked up): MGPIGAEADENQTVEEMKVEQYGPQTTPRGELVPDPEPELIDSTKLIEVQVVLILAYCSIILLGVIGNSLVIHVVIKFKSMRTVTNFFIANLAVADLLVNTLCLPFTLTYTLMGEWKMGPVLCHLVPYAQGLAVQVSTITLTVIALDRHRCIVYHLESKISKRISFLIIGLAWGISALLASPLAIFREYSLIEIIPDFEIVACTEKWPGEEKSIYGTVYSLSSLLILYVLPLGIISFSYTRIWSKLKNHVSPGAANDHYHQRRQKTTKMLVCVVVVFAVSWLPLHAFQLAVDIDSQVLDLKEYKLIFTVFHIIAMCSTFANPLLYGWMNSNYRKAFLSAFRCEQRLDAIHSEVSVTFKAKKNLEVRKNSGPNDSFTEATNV
E-sel TNF inh: blocks E-selectin expression induced by TNF alpha; HUVEC TNFa-induced E-selectin immunofluorescence, high content; 120,000 compounds, 0.71% hits; inhibition, % at 2 µM;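 active = inhibition above the batch mean plus 3 SD, and confirmed as a hit on visual image review, cut at about 43% in these data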;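 also: 0% = TNF-stimulated DMSO wells and 100% = unstimulated control wells; not every result past the cut was called active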
MRP1 act: activates MRP-1; viability increase, % at 10 µM; 140,000 compounds, 0.61% hits; H69AR cells + doxorubicin, viability rescue, CellTiter-Glo;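 active = viability gain under doxorubicin at or above a set limit, the compound median plus 3 SD, cut at about 4.7% in these data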;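 also: MRP-1 overexpressing cells given doxorubicin 25 µM after compound pretreatment; 18-22 h compound pretreatment then 72 h with doxorubicin before readout; 0% = doxorubicin-only wells and 100% = vehicle-treated cells without doxorubicin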
* = called active by the depositor; · = no result given.

compound	BB579 growth dn	Yeast life ext	Measles CPE	Phagocytosis inh	HCT116 PTEN-null	GALR2 blocker	bCat KO growth	NPY Y2 blocker	E-sel TNF inh	MRP1 act
CN1CCN(c2nc3nonc3nc2N2CCN(C)CC2)CC1	-2	-12	8	-1	101	-5	97	2	·	0.5
COc1cccc(C2CC(c3ccccc3Cl)n3ncnc3N2)c1 (stereo not given)	-5	-31	6	0	67	-4	67	6	-25	-3.8
COc1cc(C2=NOC(C(=O)N3CCN(c4ccc(F)cc4)CC3)C2)cc(OC)c1OC (stereo not given)	-84	-12	·	0	82	-9	84	1	-23	-1.9
c1ccc(-c2noc(C3CCCCC3)n2)nc1	-36	-5	5	0	88	0	90	1	-29	1.1
O=C(O)c1cnn2c(C(F)F)cc(C(F)F)nc12	-8	·	16	·	90	2	90	2	0	-0.3
Cc1ccc(S(=O)(=O)C(C#N)c2nc3ccccc3nc2N2CC(C)OC(C)C2)cc1C (stereo not given)	-22	26	4	0	78	0	76	-1	·	-2.2
CCOC(=O)N1CCN(C(=O)C2c3cc(OC)c(OC)cc3C(=O)N3CCc4ccccc4C23)CC1 (stereo not given)	-46	-7	10	·	93	-2	91	1	-2	0.0
CCc1cccc(NC(=O)CCc2nc(-c3cccs3)no2)c1	-40	-17	13	0	95	0	103	3	·	-0.3
Cc1cccc2sc(NC(=O)CCNS(=O)(=O)c3cccc4nonc34)nc12	-22	-3	7	0	79	-1	85	0	-16	-3.5
Cc1c(C(=O)Nc2cccc(Cl)c2)cn2c(nc3ccccc32)c1C#N	-13	-5	8	-5	10	-6	15	9	·	-3.5
CCc1ccc(NC(=O)N(CCCN2CCOCC2)Cc2cccs2)cc1	16	-1	3	0	73	-2	83	6	-7	-2.3
COC(=O)C1(Cc2ccccc2)NC(c2ccccc2C)C2C(=O)N(c3ccc4c(c3)OCO4)C(=O)C21 (stereo not given)	-37	·	19	·	80	15	74	2	15	-4.3
CCCc1nnc(NC(=O)c2ccc(N3C(=O)C4C5C=CC(C5)C4C3=O)cc2)s1 (stereo not given)	7	3	22	-2	105	1	104	2	10	-0.3
O=C(OCCCN=C1NS(=O)(=O)c2ccccc21)c1ccccc1F	-44	4	20	1	107	8	106	3	3	-1.0
CC1SC(c2cccc(Cl)c2)NC1=O (stereo not given)	-43	-7	16	-1	94	-13	89	5	20	0.7
Oc1ccccc1C1=Nc2ncnn2C(c2ccc(F)cc2)C1 (stereo not given)	-36	-8	25	1	85	·	91	·	·	-1.8
CN1CCN(NC(=O)c2ccc(F)cc2)CC1	-6	-6	10	·	88	-5	78	4	-3	0.4
CN(C)c1ccc(N=Nc2ccccc2C(=O)OCC(=O)N2CCCCCC2)cc1	-25	2	18	2	87	9	85	1	·	-4.3
CCOc1ccc(S(=O)(=O)N2CCN(c3ccc(C)cc3C)CC2)cc1	-16	-9	11	0	71	7	78	14	·	-1.2
CC(C)=CCc1c(O)ccc(C(=O)Cc2ccccc2)c1O	-19	-7	17	1	85	5	95	-2	-67	-1.6
CCCCC(=O)NCCc1cc2c(OC)ccc(OC)c2[nH]c1=O	-19	2	16	·	107	-4	113	0	-14	0.3
Cc1ccc(Nc2nc(N)nc(CSC(=S)N3CCN(c4ccccc4)CC3)n2)cc1	-8	-3	6	-7	44	-7	52	-1	-21	-2.5
COc1cc(NC(=S)Nc2ccccn2)cc(OC)c1	-21	-7	5	0	103	4	87	-1	·	-2.7
COCCNc1nc(-c2cc3ccccc3o2)cs1	-48	-7	24	-6	88	-5	92	-1	21	1.9
CCN(CC)C(=O)c1cnn(-c2ccccc2)c1NC(=O)c1ccccc1F	-24	·	6	·	91	3	93	1	26	-1.8
CCOC(=O)Cc1csc(NC(=S)NC(=O)C(C)(C)C)n1	-29	-6	5	0	97	4	85	2	·	13*
CCOC(=O)C(=O)/C(C#N)=C/Nc1ccc(Cl)cc1	-11	-6	4	0	92	-3	94	0	6	-1.8
CC(C)=C(NC(=O)c1ccccc1)C(=O)N/N=C/c1ccc(O)cc1	-27	-5	14	-9	92	26	98	1	6	-1.2
CC1(C)OC(=O)C(=CNCC(=O)NCC(=O)O)C(=O)O1	-28	-9	11	-2	93	1	95	1	·	-0.2
Cc1ccc2nsnc2c1NC(=O)c1cccnc1Cl	-47	4	21	·	95	-4	90	-1	-9	-1.5
CNCc1ccccc1OCC(=O)Nc1ccccc1	-24	-5	3	·	83	-5	95	-1	9	-2.0
COc1ccc(NC(=O)Cn2nnc(-c3ccccc3NC(=O)c3cccs3)n2)cc1	-35	-1	5	0	50	-18	62	5	7	-5.2
Cc1csc(SCC(=O)Nc2ccc(Cl)cn2)n1	-23	-16	10	0	82	21	84	0	-33	-0.2
O=c1c2c(ncn2C2CCCC2)n(Cc2ccccc2)c(=O)n1CCOc1ccc(Br)cc1	-39	9	14	-6	69	0	76	0	-72	-0.2
CCNC(=O)CC1C(=O)N(c2cccc(OC)c2)C(=O)N1CCOC (stereo not given)	-20	-8	0	2	106	8	98	0	16	0.5
S=C(NCC1CCCO1)Nc1ccc(Cl)cc1Cl (stereo not given)	18	-1	36	-4	102	-1	96	0	·	-1.9
COc1ccc(OC)c(S(=O)(=O)N2CCC(C(=O)Nc3cccc(C)c3C)CC2)c1	-46	-15	34	-2	87	0	86	0	·	-2.9
O=C(CCc1ccc(S(=O)(=O)NCCc2ccccc2)cc1)Nc1ccc2c(c1)OCO2	-4	-8	7	-3	91	0	86	0	2	-4.6
CCOC(=O)c1cc(-c2ccccc2)sc1NC(=O)C(C)Sc1nnc(N)s1 (stereo not given)	-24	0	11	-14	40	-3	48	5	·	11*
CSc1nccn1CC(=O)Nc1ccc(F)cc1	-31	9	6	·	102	2	96	3	·	-0.3
COC(=O)C1=C(CSc2nccn2C)NC(=O)NC1c1cc(C)ccc1C (stereo not given)	-38	-4	7	-1	107	-19	99	2	-1	-0.8
COc1ccc(C(=O)OC/C(O)=C(\C#N)c2nc3ccccc3[nH]2)cc1S(=O)(=O)N1CCOCC1	-32	7	2	1	88	8	79	1	·	-1.1
Cc1cc(C)cc(N2C(=O)CN(Cc3sccc3C)C2=S)c1	-16	2	46*	·	94	-3	92	1	-9	-3.5
O=C(Nc1ccc(Cl)cc1)ON=C1CCCC1	99*	-10	26	-5	92	4	93	0	·	-5.1
CCP(=O)(c1ccccc1)C(C)(C)O (stereo not given)	-34	-4	3	-3	95	6	101	1	-27	-2.8
COc1ccccc1-n1c(CCn2nc(C)c(Br)c2C)n[nH]c1=S	-38	1	4	-2	91	7	87	3	·	-0.5
CCOc1ccc(S(=O)(=O)N/N=C2/CC(c3ccccc3)Oc3ccccc32)cc1 (stereo not given)	4	-18	7	0	90	4	89	3	-14	-0.2
COc1cc2[nH]c(-c3cccc(F)c3)cc(=O)c2cc1OC	-42	-1	8	·	32	3	39	0	·	-3.3
COc1ccc(/C(C)=N/OCC(=O)N=Nc2c(O)[nH]c3ccc(Br)cc23)cc1	-17	0	12	-5	33	-4	28	4	14	-1.0
CC(=O)N(C)C1=C(N2CCOCC2)C(=O)c2ccccc2C1=O	1	-12	3	-5	0.8*	10	0.7*	3	-38	-6.8
CCOC(=O)c1ccc(OCC(=O)c2ccc(O)cc2O)cc1	-6	-10	9	-1	75	4	98	6	19	-2.1
Nc1ccc(C(=O)OCC(=O)N2CCOCC2)cc1[N+](=O)[O-]	-22	-2	11	-8	97	1	94	0	15	0.1
O=C(CCN1C(=O)c2cccc3cccc(c23)C1=O)N1CCN(Cc2ccc3c(c2)OCO3)CC1	-9	-7	17	·	76	-16	92	3	·	-1.4
O=C(CSc1nnc(-c2ccc(F)cc2)o1)N1CCN(C(=O)c2ccco2)CC1	-22	-7	22	0	102	-10	107	0	30	-0.9
O=C(N/N=C/c1cn[nH]c1-c1ccc(F)cc1)c1ccncc1	-36	-1	13	-6	93	-2	98	1	·	-0.2
Cn1cnnc1Sc1nc2ccccc2nc1NS(=O)(=O)c1ccccc1	-33	-6	4	0	98	2	96	0	-26	1.3

Next structures.
compound	BB579 growth dn	Yeast life ext	Measles CPE	Phagocytosis inh	HCT116 PTEN-null	GALR2 blocker	bCat KO growth	NPY Y2 blocker	E-sel TNF inh	MRP1 act
Cc1[nH]c2ccccc2c1C(=O)COC(=O)C1CCC(=O)N1 (stereo not given)	-19	-13	11	·	86	7	98	2	-55	-1.3
Cc1ccc(N2CCN(CCc3nc4cc(NC(=O)c5ccco5)ccc4n3C)CC2)cc1	-24	-2	7	0	66	8	65	0	3	-5.5
CC(OC(=O)CN(C)S(=O)(=O)c1ccc(Cl)cc1)C(=O)Nc1cccc(Cl)c1 (stereo not given)	-60	1	3	0	99	10	93	4	-7	0.1
O=C(CN1C(=O)CCC1=O)Nc1nc(-c2ccc(Cl)s2)cs1	-33	5	5	1	87	10	86	-1	0	-1.9
